# aSyn UTR inh – MLPCN primary screen, SNCA 5' untranslated region; alpha-synuclein 5'UTR reporter, inhibitor activity; inhibition, % (tested at 7.5 µM); 0.82% of 300,000 active; in the data active means inhibition above about 60%; inconclusive means no clear call, values can overlap the other calls;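 further: H4 neuroglioblastoma cells stably carrying SNCA 5'UTR luciferase fusion; 0% = DMSO wells and 100% = positive control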
# HSF1 activator – increases HSF-1 driven luciferase reporter signal. NIH3T3-HGL HSF-1 luciferase reporter, MG132, 8 h; 100% = twice DMSO control signal. activation, % at 9 µM. 1.7% of 300,000 active;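 active means mean replicate activation of at least 50% with a set share of replicates each reaching 50%; inconclusive means only one of those two conditions met; inactive means mean below 50% and too few replicates reaching it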;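 further: 0% = median of the neutral control wells and 100% = twice that signal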
# SKKanGAS inh – inhibitors of SKKanGAS S. pyogenes growth in kanamycin (SK-promoter or general growth effect). 1.3% of 300,000 active. inhibition, % at 7.5 µM. BacTiter-Glo, 6 h;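 active means mean replicate score, as percent of positive control median, at least 50; inconclusive means mean below 50 but one replicate at or above 50; inactive means mean and every replicate below 50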;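 further: strain carries kanamycin resistance gene driven by streptokinase promoter and grows in 40 µg/ml kanamycin; loss of luminescence reflects streptokinase promoter inhibition or plain growth inhibition; 0% = median of DMSO wells and 100% = positive control at its reference dose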
# AI-2 QS modul – modulators of Vibrio harveyi AI-2 quorum sensing system | Vibrio harveyi JMH597 AI-2 luminescence/OD600 ratio, 9 h; stronger effect = lower value; strain lacks LuxN and CqsS sensors; 0 = neutral-control median | activity change, % at 7.5 µM | 0.4% of 300,000 active | AID 2094; in the data active means activity change below about -75%, passing the limit was not always enough; inconclusive means no clear call, values can overlap the other calls;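 further: luminescence divided by OD600 gain over 9 h not by final OD600 alone; inactives centre near 13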
# HSF1 inhib – HSF1 inhibition. activity change, negative = inhibition, % at 7.5 µM (by protocol). NIH3T3-HGL HSE-luciferase, MG132-induced, luminescence 8 h; stronger effect = lower value. 0.77% of 300,000 active;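 active means more than half of replicate wells show activity change below -50%, luminescence cut by over half; inconclusive means some wells, but at most half, below -50%; inactive means no replicate well below -50%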;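 further: luciferase reports HSF-1 transcriptional activity via heat shock element; 0% = median of DMSO wells and -100% = zero luminescence signal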
# HIF activator – HIF pathway transcriptional activation | U2OS HRE-luciferase reporter, luminescence; normalized: DMSO 0%, desferrioxamine 100% | activation, % at 7.5 µM (by protocol) | 0.32% of 300,000 active | AID 1910;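 active means mean activation of at least 10% of the iron chelator positive control signal, with at least half of replicates also reaching 10%; inconclusive means mean and replicate majority disagree about reaching 10%; inactive means mean and most replicates under 10%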
# IEC-6 cytotox – kills IEC-6 intestinal cells in KLF5 counter-screen; IEC-6 cytotoxicity, luminescence viability; inhibition, % at 5 µM; 0.78% of 290,000 active; in the data active means inhibition above about 22%;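 further: 0% = plate median of test compound wells and 100% = cytotoxic reference compound wells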
# Platelet DG rel – modulates dense granule release in human platelets; AID 1663; human platelet-rich plasma, SFLLRN dense granule ATP release, luminescence; inhibition, %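 (compounds screened at 7.5 µM in platelet-rich plasma)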; 0.22% of 300,000 active;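 active means mean replicate score, as percent of positive control, at or above 50; inconclusive means mean below 50 but at least one replicate at or above 50; inactive means mean and every replicate below 50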
# KLF5 inh – suppresses KLF5 promoter-driven expression | inhibition, % at 5 µM | AID 1700 | DLD-1 KLF5 promoter-luciferase reporter, luminescence | 0.23% of 290,000 active;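 active means inhibition above a per-plate limit of that plate's mean compound inhibition plus 3 SD, cut at about 60% in these data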;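 further: 0% = DMSO wells and 100% = LY294002 at 200 µM; higher means less KLF5 promoter-driven luciferase light; inactives centre near -14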
# HSP90 inh – HSP90 refolding inhibition in rabbit reticulocyte lysate; 0.91% of 290,000 active; inhibition, % at 5.6 µM; AID 1789; luciferase refolding luminescence, 3 h;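 active means inhibition above the screen-wide mean plus 3 SD, computed separately per campaign, cut at about 16% in these data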;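 further: 0% = DMSO wells and 100% = 60 µM geldanamycin wells; inhibitors lower the luminescence because luciferase stays unfolded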
# * = called active by the depositor; ? = inconclusive; . = no result given.
SMILES,aSyn UTR inh,HSF1 activator,SKKanGAS inh,AI-2 QS modul,HSF1 inhib,HIF activator,IEC-6 cytotox,Platelet DG rel,KLF5 inh,HSP90 inh
Clc1nc2c(-c3ccccc3)nnn2c2ccccc12,8,?,-2,0,58,0.0,12,5,7,4
COc1ccccc1NC1=NC(c2ccc(Cl)cc2)N=C(N)N1 (stereo unspecified),-5,1,-2,24,-4,1.7,18,3,-13,5
Cc1c(-c2ccc(F)cc2)[n+](=O)c(-c2ccc(F)cc2)c(C)n1[O-],-25,22,1,2,3,0.2,-5,-5,-11,1
O=C(Nc1ccc(N2CCCCC2)c(Cl)c1)c1ncn[nH]1,39,21,-8,8,-2,-1.2,-3,-14,-78,1
O=C(N=C1SC2CS(=O)(=O)CC2N1c1ccc(F)c(Cl)c1)C1CCCO1 (stereo unspecified),12,-5,1,14,-5,0.1,5,0,-13,-1
Cc1cccc(N2CN(Cc3ccco3)CNC2=S)c1C,-1,1,-2,8,0,0.1,-1,8,8,-4
CCOC(=O)COc1cc2c(C(=O)OCC)c(C)oc2cc1Br,27,-44,-8,31,-30,-0.9,3,4,1,-2
CCCc1[nH]n(-c2nc3ccccc3s2)c(=O)c1C=NCCCN(CC)CC,-22,2,-11,-13,-13,0.3,2,-11,-17,1
CC(Oc1cccc(Cl)c1)C(=O)NC1CC(C)(C)NC(C)(C)C1 (stereo unspecified),-3,-13,-2,22,0,0.0,-10,12,-16,-5
CCN(Cc1ccccc1)Cc1cc(OC)cc(OC)c1,-13,-5,-11,13,-2,0.2,-1,3,-15,3
Cn1c(-c2ccccc2)cc(=O)c2ccccc21,10,-9,-4,10,-3,0.0,0,8,-54,-2
O=C(Cn1c(NCCO)nc2ccccc21)c1ccc(Cl)cc1Cl,44,13,5,5,6,1.8,-1,3,-40,1
Cc1sc(N2CCN(S(=O)(=O)c3ccc4c(c3)NC(=O)CO4)CC2)nc1-c1ccccc1,8,?,20,19,24,0.3,10,3,-17,-2
COc1cc(/C=C2\SC(=S)N(CCC(=O)NCCc3ccccc3)C2=O)cc(OC)c1OC,6,-19,-7,13,0,0.9,-8,1,-1,4
O=C(O)c1nn(-c2ccccc2)nc1-c1nn(-c2ccccc2)nc1C(=O)O,-8,-2,2,21,2,-0.2,-3,1,-19,1
O=C(O)c1cc(Cl)c(Cl)cc1C(=O)N1CCCC1,-27,-6,-12,9,3,0.0,2,-10,-7,6
O=C(OCc1nc2ccccc2s1)c1cc2ccccc2oc1=O,-100,-11,10,59,-10,2.7,9,-2,-17,-8
Cc1cc(C)cc(OCc2nnc(SCC(=O)N3CCCCC3)o2)c1,2,4,-5,.,-4,-0.7,-5,-3,-11,-1
COc1ccc(CNC(C)C(=O)Nc2ccc3ccccc3c2)cc1OC (stereo unspecified),21,-7,-4,21,-3,-0.7,6,8,-39,2
Cc1cc(C(=O)C(=O)NC(C)C)c(C)n1-c1ccc([N+](=O)[O-])cc1,19,-1,2,6,-3,-0.4,0,3,-14,2
CCSC1=C(C#N)C(CC(C)C)C2=C(CCCC2=O)N1 (stereo unspecified),-8,-7,2,14,10,-0.7,1,-2,-3,-3
CCOc1ccc(CCNC(=O)CCc2c(C)nc3ncnn3c2C)cc1OCC,9,21,-2,5,-3,-0.2,-6,-3,-10,-3
CC(=O)Nc1ccc(NC(=O)c2cc(-c3cc(C)c(C)cc3O)n[nH]2)cc1,-32,6,-1,-6,0,-14,-1,3,-40,-4
Cc1cccc(NC(=O)/C(=C/c2cccc([N+](=O)[O-])c2)NC(=O)c2cccs2)c1,5,-10,-2,17,1,-0.1,0,7,-6,3
COc1cccc(CNC(=O)CCC2CCCN(C(=O)c3cc(C4CC4)[nH]n3)C2)c1 (stereo unspecified),-40,18,3,32,8,0.4,4,7,-44,6
CC(=O)c1cccc(NC(=O)Nc2cnn(Cc3ccc(F)cc3)c2)c1,.,.,0,-26,.,.,0,9,0,-2
[O-]c1n[n+](-c2ccc(Cl)cc2)cc2ccccc12,-19,5,18,34,1,-0.1,0,0,-29,7
CN(C(=O)C1CCOC1)c1nnc(-c2ccncc2)s1 (stereo unspecified),1,-55,-5,15,-45,1.7,-5,-1,6,-3
O=C(NCc1cc(Br)cc(Br)c1OC(=O)c1ccccc1[N+](=O)[O-])c1ccccc1,13,-3,9,16,2,-0.3,2,2,6,1
CC(C)(C)NC(=O)NC(=O)CSc1ncn[nH]1,-15,-6,-15,21,-3,-0.5,2,-14,-10,2
NC(=O)c1nn(-c2cccc(Cl)c2)c(=O)cc1O,7,4,8,3,3,-0.5,6,6,-15,2
CCC(=O)N1CCc2cc(Br)cc(S(=O)(=O)N3CCN(C(=O)c4ccco4)CC3)c21,5,3,0,25,-2,-0.8,1,1,-1,6
Cc1c(Cl)cccc1NC(=O)NC1CCCCC1,-47,?,-6,26,3,1.6,-1,-2,-31,-1
CC/C(=N\NC(=O)c1c(C)nc2ccccn12)c1ccc(Cl)cc1,-6,4,-2,-2,6,0.4,6,-12,-20,5
O=C(Nc1ccc2c(c1)CCC2)c1ccc(F)cc1,-16,42,-4,-2,35,-2.1,-2,-23,-140,16
Clc1ccc(CN2CCSCC2)cc1Cl,14,9,3,6,-8,0.9,0,-1,-17,-5
CC(=NCC1CCCO1)C1=C(O)CC(C)(C)CC1=O (stereo unspecified),1,-26,-1,3,-6,-0.5,-4,-1,-16,-1
CCOC(=O)N1CCC2(CC1)C(C#N)=C(N)OC1=C2C(=O)CC(C)(C)C1,32,-28,1,4,-8,-0.2,-2,-49,-18,3
COc1ccccc1-c1cc(C(=O)N2CCN(S(=O)(=O)c3ccc(C)cc3)CC2)[nH]n1,11,9,-8,7,0,-0.1,-2,-1,-21,-2
COc1ccc(C(=O)/C=C/c2cc(OC)c(O)c(OC)c2)c(F)c1,-48,35,-2,14,21,0.4,0,5,-34,3
COc1ccc(-n2nc(C)c3sc(C)nc3c2=O)cc1,-10,-11,-11,1,-2,0.4,2,4,2,4
O=C1CC(N(C(=O)c2ccco2)c2ccc(F)cc2)C(=O)N1c1ccc(F)cc1 (stereo unspecified),-6,-3,4,10,2,0.2,-5,-3,-44,7
CCOC(=O)CC1C(=O)NCCN1Cc1cccc(OC)c1 (stereo unspecified),2,0,-4,10,-3,-0.3,-4,12,-18,-1
O=C(O/N=C1/CCCc2occc21)c1ccc(F)cc1,4,12,4,16,9,0.5,-4,4,8,-1
COc1ccc(C(=O)N2CCc3cc(OC)c(OC)cc3C2c2cccc([N+](=O)[O-])c2)cc1 (stereo unspecified),-36,-42,-7,43,-27,0.0,-5,1,-15,-1
Cc1ccc(CN(C)C2CCN(C)CC2)cc1,2,0,-2,3,-3,-29,-7,-7,-8,-1
CCOc1cccc(C(=O)NNC(=O)CCC(=O)O)c1,-26,-3,-4,3,-4,0.3,8,-14,-13,1
O=C(NCc1ccccc1)c1cnsn1,-16,-5,-9,14,-9,-0.1,2,7,-9,2
COc1cc(/C=N/N=C/c2cc(OC)c(O)c(OC)c2)cc(OC)c1O,9,-3,1,20,-3,-0.7,-2,5,-28,0
Cc1c(-c2cc(Br)ccc2O)nc2cc3c(cc2c1C)OCO3,-7,26,12,2,6,-0.6,0,2,-25,3
CCOC(=O)c1nn(-c2ccccc2)c(=O)cc1OCC(=O)Nc1ccccc1OCC,11,-12,1,11,-5,0.0,.,-19,.,.
COc1ccc(NC(=S)NCCCN2CCCC2=O)c(OC)c1,7,14,7,19,2,0.2,-9,3,-21,-1
CC(NCC(O)COc1ccccc1)C1COc2ccccc2O1 (stereo unspecified),26,0,0,20,-2,-3.4,-14,-2,-9,-2
CCCCC(=O)Nc1ccc(C(=O)NN2C(=O)c3ccccc3C2=O)cc1,7,-13,-2,-28,-7,-0.1,0,-13,-28,2
O=C(COC(=O)c1c(F)cccc1F)Nc1ccccc1OC(F)F,-9,11,1,15,-2,0.2,2,0,-18,2
COc1ccc(C(=O)NC(=S)NCc2ccc(-c3nc4ccccc4o3)cc2)cc1OC,0,-14,1,33,-9,-0.3,5,-36,-9,6
N=C1C=CC=C2C1=NC1(CCCCC1)N2O,-14,-10,-2,2,1,-0.4,-3,0,-9,1
CN1CCN(C(=O)CN2C(=O)CC(C)(C)S(=O)(=O)c3ccccc32)CC1,-4,15,-12,18,-10,0.2,4,-12,-21,8
O=C1c2cccc(OCC(=O)N3N=C(c4cccs4)CC3c3ccc(F)cc3)c2CCN1Cc1cccnc1 (stereo unspecified),41,35,26,17,32,-0.7,7,-7,0,1
CCOC(=O)c1ccc(CNCc2ccccc2)cc1,-66,12,-5,6,5,1.8,1,-6,-47,0
# Next part:
SMILES,aSyn UTR inh,HSF1 activator,SKKanGAS inh,AI-2 QS modul,HSF1 inhib,HIF activator,IEC-6 cytotox,Platelet DG rel,KLF5 inh,HSP90 inh
Cc1cc(C)n(C(C)CC(=O)Nc2ccc3c(c2)OCCO3)n1 (stereo unspecified),-36,24,-9,11,8,-0.5,-14,-9,-2,2
Cc1nc2ccc(Cl)cc2nc1C,-3,-14,0,-7,-7,-0.6,1,1,-20,-5
CC(C)[C@H](NC(=O)C1CCN(S(=O)(=O)c2ccccc2)CC1)C(=O)NCc1ccccn1,-20,-8,-4,2,1,-0.4,2,0,-10,0
Cc1ccc(NS(=O)(=O)c2cccc(C(=O)NCC3(N(C)C)CCCCC3)c2)cc1,-20,-4,-4,5,9,-0.8,3,-19,-34,-3
CCCC(=O)N1CCN(c2ccc(NC(=O)c3ccc(OCC)c([N+](=O)[O-])c3)cc2)CC1,0,9,7,11,-5,-0.2,0,0,-5,1
CC1CCC2C(C1)c1sc(=O)[nH]c1SC2(C)C (stereo unspecified),18,-27,-2,25,-6,0.3,2,-5,-7,1
COc1ccc(C(=O)COC(=O)c2ccc(NC(=O)c3ccccc3)cc2)cc1,4,9,12,15,-3,0.2,-7,-4,-25,-3
CCCn1nnnc1NCc1ccccc1OCc1ccc(F)cc1,34,.,-13,15,.,0.0,7,2,9,2
CC(=O)c1sc(N/N=C/c2cccc(O)c2)nc1C,-338,19,15,11,13,3.6,3,4,-56,3
COc1cccc(OC)c1OCCCCN1CCCCC1,-1,-8,11,15,-5,0.9,-1,4,-35,-2
O=C(NCCc1ccccn1)c1cccc(S(=O)(=O)N2CCc3ccccc32)c1,-10,27,1,0,3,0.8,5,1,-16,-3
Cc1cc(C(=O)NC2CC(C)(C)Cc3c2cnn3-c2ccc(F)cc2)nn1C (stereo unspecified),1,5,-4,9,-5,0.8,3,1,-22,-1
COc1cccc(-n2c(CN3CCN(c4cccc(C)c4)C(C)C3)nc3ccc([N+](=O)[O-])cc3c2=O)c1 (stereo unspecified),-6,16,23,-5,5,-3.2,-2,7,-10,-1
COc1cccc(S(=O)(=O)NCc2ccc(C(=O)Nc3ccc(C)cc3)cc2)c1,-6,-7,15,8,-2,0.0,1,-1,-20,2
COCCCn1c(C(=O)Nc2ccc3c(c2)OCO3)cc2c(=O)n3ccccc3nc21,-46,-11,8,17,-3,-0.1,-3,10,-10,0

# Rows were taken by chance; overall some 6% were active at least once.
